Screening data deposited in PubChem BioAssay by several laboratories.
Efa HMGR inh – inhibitors of E. faecalis class II HMGR, primary screen, biochemical, Enterococcus faecalis | HMG-CoA reductase (Enterococcus faecalis, mvaE) | actives 0.41% (n = 190,000) | purified E. faecalis HMGR, NADPH absorbance 340 nm kinetic | inhibition, % at 10 µM | AID 1066, 2008;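 active = inhibition above a set limit, the median over all tested compounds plus 3 SD, cut at about 9.5% in these data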;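 note: enzyme runs in reverse so mevalonate oxidation gives rising NADPH absorbance; 0% = complete reaction with DMSO and 100% = background rate lacking mevalonate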
Lmaj promast – Leishmania major promastigote growth inhibition, primary screen; Leishmania major promastigotes, resazurin fluorescence viability; inhibition, % at 10 µM; actives 9% (n = 200,000); AID 1063, 2008; in the data active = inhibition above about 50%;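 note: promastigotes grown with compound for 44 hours at 28 °C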
PMI act hi M6P – human PMI activators, high substrate, primary screen, biochemical, fluorescence intensity, near-saturating mannose 6-phosphate; Mannose-6-phosphate isomerase (Homo sapiens), P34949; coupled PMI enzyme assay, resazurin fluorescence, 20 min; active compounds read high; 1 = untreated enzyme, 0 = substrate-free blank; activation factor at 20 µM; actives 0.34% (n = 190,000); AID 1216, 2008;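 active = activation factor of 2 or more at 20 µM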
Target sequence (P34949 whole entry, looked up): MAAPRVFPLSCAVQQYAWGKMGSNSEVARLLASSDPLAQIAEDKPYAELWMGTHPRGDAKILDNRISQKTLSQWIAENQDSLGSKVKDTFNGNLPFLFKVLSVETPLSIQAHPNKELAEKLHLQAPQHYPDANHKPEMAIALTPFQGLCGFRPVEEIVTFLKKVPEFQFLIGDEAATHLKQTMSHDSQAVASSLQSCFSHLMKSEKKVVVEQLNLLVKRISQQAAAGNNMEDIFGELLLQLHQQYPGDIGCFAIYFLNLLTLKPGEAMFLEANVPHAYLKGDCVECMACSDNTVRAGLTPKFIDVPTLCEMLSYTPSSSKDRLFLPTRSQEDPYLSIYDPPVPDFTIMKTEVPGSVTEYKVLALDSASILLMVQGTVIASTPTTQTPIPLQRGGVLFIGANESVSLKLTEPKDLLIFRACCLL
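Test system: Human PMI in coupled enzyme assay | Input: 15 ng/mL PMI | Medium: HEPES-buffered pH 7.4 with magnesium and detergent | Compound: One concentration, 20 µM, in 1% DMSO | Incubation: Enzyme reaction with compound 20 min at room temperature | Detection: Diaphorase-driven resazurin-to-resorufin fluorescence, excitation 544, emission 590 nm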
PMI act – activators of human PMI, primary screen, biochemical, fluorescence intensity, near-Km mannose 6-phosphate | Mannose-6-phosphate isomerase (Homo sapiens), P34949 | purified human PMI, coupled resazurin fluorescence, 20 min; active compounds read high; 1 = vehicle control, 0 substrate-free wells | activation factor at 20 µM | actives 0.005% (n = 190,000);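 active = activation factor of 2 or more at 20 µM, relative to plate controls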
S1P3 antagonist – S1P3 receptor antagonists, primary screen, cell-based; Sphingosine 1-phosphate receptor 3 (Homo sapiens), Q99500; inhibition, % at 4.98 µM; actives 0.27% (n = 170,000); CHO S1P3 NFAT-BLA reporter, FRET fluorescence, antagonist mode;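 active = inhibition above the plate cutoff, the mean inhibition of test wells on that plate plus 3 SD, cut at about 28% in these data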;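 note: cells challenged with S1P at its EC80 of 0.8 µM; blue over green emission ratio from cleaved BLA substrate after 4 h stimulation; 0% = S1P-stimulated wells and 100% = unstimulated DMSO-only wells; some compounds past the cut are filed as inactive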
Target sequence (Q99500 whole entry, looked up): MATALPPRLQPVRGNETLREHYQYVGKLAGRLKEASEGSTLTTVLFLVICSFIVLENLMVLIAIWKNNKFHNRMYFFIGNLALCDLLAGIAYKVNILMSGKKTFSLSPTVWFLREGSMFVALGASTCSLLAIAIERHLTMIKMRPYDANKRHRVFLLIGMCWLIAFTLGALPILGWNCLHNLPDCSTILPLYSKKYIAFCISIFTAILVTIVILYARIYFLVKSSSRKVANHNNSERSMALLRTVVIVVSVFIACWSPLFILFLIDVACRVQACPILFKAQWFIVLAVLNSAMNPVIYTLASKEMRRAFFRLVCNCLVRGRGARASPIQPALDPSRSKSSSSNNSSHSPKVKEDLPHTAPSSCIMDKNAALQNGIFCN
Hsp70 act – Hsp70 transcriptional activators, primary screen, cell-based, HeLa, Hsp70 promoter luciferase, luminescence, 10 µM | activation, % at 10 µM | HeLa Hsp70 promoter luciferase reporter; scaled: vehicle 0, proteasome-inhibitor control 100% | actives 0.04% (n = 200,000) | AID 1203, 2008;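 active = activation above the mean across all tested compounds plus 3 SD, cutoff set per campaign, cut at about 5.5% in these data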;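 note: 100% = MG132 at 30 µM as the positive control and 0% = DMSO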
TNAP inh hiacc – human TNAP enzyme inhibitors, primary screen, biochemical, luminescent, high phosphate acceptor level, uHTS; Alkaline phosphatase, tissue-nonspecific isozyme (Homo sapiens), P05186; purified TNAP, CDP-star luminescence, 1 M DEA; inhibition, % at 20 µM; actives 0.03% (n = 200,000); AID 1135, 2008;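 active = over 50% inhibition of tissue-nonspecific alkaline phosphatase at 20 µM in the single-dose screen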;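 note: plate controls were DMSO wells for no effect and EDTA-quenched wells as full inhibition for full effect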
RAM inhibit – inhibitors of the yeast RAM network, primary screen, dse1pr::URA3 reporter, 5-FOA selection. S. cerevisiae dse1pr::URA3 reporter, 5-FOA growth OD615, 2 d; analog-sensitive cbk1-as2 kinase mutant strain. inhibition, % at 50 µM. actives 1.8% (n = 190,000). AID 868, 2007;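 active = inhibition above a set limit, 3 SD over mean compound inhibition, cut at about 8.4% in these data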;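 note: 0% = DMSO-only wells with no growth and 100% = 10 µM 1-NA-PP1 full growth; inhibition rescues growth on 5-FOA so higher OD means more RAM inhibition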
TNAP inh no acc – human TNAP enzyme inhibitors, primary screen, biochemical, luminescent, no phosphate acceptor, uHTS; Alkaline phosphatase, tissue-nonspecific isozyme (Homo sapiens), P05186; purified TNAP, CDP-star luminescence, 30 min; inhibition, % at 20 µM; actives 0.26% (n = 200,000); AID 1012, 2008;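 active = tissue-nonspecific alkaline phosphatase inhibition above about 50% at 20 µM in the single-dose screen, limit read from the data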;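 note: 0% = DMSO negative control and 100% = EDTA positive control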
DTT redox prof – compounds producing H2O2 with reducing agent – biochemical, NIH compound library profiling, artefact control for MLSCN library redox annotation, primary screen | DTT-dependent redox cycling H2O2, phenol red/HRP absorbance; 100% = 100 µM peroxide control, 0% = buffer | activation, % at 10 µM | actives 0.03% (n = 200,000) | AID 878, 2007;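 active = activation of at least 50% relative to the plate's high and low controls in the primary single-dose screen; inactive = activation below 50%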;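 note: compound incubated with DTT at 0.8 mM final as the reducing agent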
* = called active by the depositor; · = not tested or not shown. Rows were taken by chance; overall some 12% were active at least once.

Fields – Lmaj promast, RAM inhibit, Efa HMGR inh, TNAP inh hiacc, S1P3 antagonist, TNAP inh no acc, DTT redox prof, PMI act, Hsp70 act, PMI act hi M6P
CCN(CC)CCNC(=O)c1ccc2c(=O)n(C3CCCC3)c(=S)[nH]c2c1
 : 85*, 0.6, -2, -1, ·, -7, 2.0, 1, -0.4, 1
CCn1c(O)c(/C=C2\C=Nc3ccccc32)sc1=O
 : -2, 1.8, -5, 1, -5, 10, -1.4, 1, 0.3, 1
CCCOC(=O)CSC1=C(C#N)C(c2ccccc2OCC)C(C#N)C(=O)N1 (centres undefined)
 : -4, 0.0, -4, -9, ·, -16, -2.8, 1.2, -0.1, 1.2
Cn1nnnc1SCCNCc1ccccc1OCc1ccccc1
 : 6, 0.5, -3, -2, 17, -7, -0.1, 1.1, -0.2, 1.1
COc1ccc(OC)c(NC(=O)CSc2nnnn2C)c1
 : -1, -0.2, 0, 0, -22, -5, -0.3, 1, 0.0, 1
CC(=O)Oc1ccc(NC(=O)Cc2ccccc2)c(C(=O)O)c1
 : -4, -0.9, -1, -2, -13, -9, -0.6, 1, -0.3, 1
CC1CCCCC1NC(=O)C1Cc2ccccc2CN1S(C)(=O)=O (centres undefined)
 : 12, 3.9, -3, -3, 5, -11, 0.3, 1, -0.1, 1
COCc1c(C(=O)N/N=C(/C)c2ccccc2)nnn1-c1nonc1N
 : -6, 2.4, 3, -4, -8, -11, -0.2, 1, -0.2, 0.9
CC(NC(=O)c1ccc(F)cc1)c1nc2ccccc2n1Cc1ccccc1F (centres undefined)
 : 6, 0.0, 2, -5, ·, -11, 0.3, 0.8, -0.4, 0.9
O=C(O)COc1ccc2c(c1)OCCO2
 : -9, -0.5, -3, -11, -6, -16, -0.5, 1, -0.2, 0.9
CN(Cc1ccccc1)c1ccc(C(=O)O)cc1[N+](=O)[O-]
 : -4, -1.8, -2, 8, -30, -3, 0.4, 1.1, -0.1, 1.2
CCOC(=O)C1=C(C)N(C)C(=S)NC1c1ccccc1 (centres undefined)
 : 3, 1.3, 1, -1, -3, -16, 0.1, 0.8, -0.1, 0.9
O=C(CCNS(=O)(=O)c1ccc(Br)s1)N1CCCCC1
 : 1, 0.8, -3, -4, -26, -7, 0.4, 0.9, -0.5, 0.9
C=CCNC(=O)/C=C/c1c(F)cccc1Cl
 : 0, -0.5, 1, -6, 3, -11, 0.6, 1, -0.1, 1
O=C(O)CCC(CNS(=O)(=O)c1ccccc1)C(F)(F)F (centres undefined)
 : -10, -0.1, -5, -5, -15, -17, -0.4, 1.1, -0.3, 1.1
Cc1ccc(S(=O)(=O)c2cn(Cc3ccc(F)cc3)c3cc4c(cc3c2=O)OCO4)cc1
 : 13, 1.1, -1, 2, -35, -12, 1.2, 0.9, -0.3, 0.9
COc1ccc(C(=O)Nc2cc(=O)n(C)c(=O)n2C)cc1
 : -6, 0.4, -6, 0, 8, -4, -0.6, 1.1, -0.2, 1
CCN1CCN(c2ncc(C(=O)N3CCN(c4ccccc4OC)CC3)c3ccccc23)CC1
 : 0, ·, ·, ·, -10, ·, 1.7, ·, -0.1, ·
S=C(Nc1ccc(Cl)cc1)NC1CC2CCC(C1)N2Cc1ccccc1 (centres undefined)
 : 100*, 0.6, 2, -2, -8, -8, 0.3, 1, 0.2, 1
O=C(CN(CC1CCCO1)S(=O)(=O)c1ccc(S(=O)(=O)NCC2CCCO2)cc1)Nc1ccccc1 (centres undefined)
 : -3, 6.6, 1, 2, ·, -3, 0.0, 0.9, -0.2, 1
O=C(COC(=O)c1ccco1)NCc1ccc(Cl)cc1
 : -4, 1.7, -3, -4, -16, -15, 0.0, 1.1, -0.2, 1
Cc1ccc(S(=O)(=O)NC(c2ccccc2)C(C)C(=O)n2nc(C)cc2C)cc1 (centres undefined)
 : 6, 0.1, -2, -4, ·, -19, 0.2, 1, -0.3, 0.9
COc1ccc(NC(=O)c2oc3ccccc3c2NC(=O)C(C)(C)C)cc1
 : 24, 1.0, -2, -4, -39, -6, -0.7, 0.8, -0.2, 0.9
CCOC(=O)c1cc(NC(=O)c2ccc(C)cc2)c(=O)oc1C(F)(F)F
 : -6, 2.7, -9, -4, -8, -1, 1.1, 1.7, -0.2, 2.6*
Cc1cc(-c2n[nH]c(=S)n2/N=C/c2ccccc2[N+](=O)[O-])n[nH]1
 : -4, 1.9, -10, 0, 9, -37, 0.2, 0.9, -0.5, 0.9
O=c1c2cc(Cl)cc(Cl)c2nc2n1CCC2
 : 4, 0.8, 6, -4, -2, -23, 0.2, 1, 0.0, 1
Cc1ccc(S(=O)(=O)c2c(C)nn(C(C)(C)C)c2OC(=O)c2cccs2)cc1
 : 39, 4.5, -2, -3, 16, -6, -1.6, 0.9, -0.2, 1
CCC(OC(=O)c1ccco1)C(=O)NCc1ccc(C)cc1 (centres undefined)
 : -5, 0.2, -3, -2, 8, 9, -1.2, 1, -0.1, 1
CCOCCC(=O)Nc1cc(Cl)ccc1OC
 : -3, 0.5, 0, -8, ·, -10, 0.3, 1.1, 0.1, 1.1
O=C(CN(c1ccccn1)S(=O)(=O)c1ccccc1)N/N=C/c1cccc([N+](=O)[O-])c1
 : 5, 4.5, -2, 3, -2, -5, 0.3, 0.9, -0.3, 1
NS(=O)(=O)c1ccc(NC(=O)C2CCCO2)cc1 (centres undefined)
 : 0, -0.7, -3, -4, ·, -13, 0.3, 0.9, -0.2, 1
Cn1c(CSc2nc3ccccc3n2C)nc2ccccc21
 : 4, 1.9, -6, 0, ·, -6, 1.9, 1, 0.2, 1
CCOCCc1nnc(NC(=O)c2cc(OC)c(OC)c(OC)c2)s1
 : -9, 0.8, 1, 0, 12, -4, 2.1, 0.9, -0.3, 0.9
CCOC(=O)c1cc(C#N)c(SCc2cccc3ccccc23)nc1C
 : 0, 10*, 0, 3, ·, -14, 0.1, 1, 0.4, 0.9
CC(=O)Nc1ccc(S(=O)(=O)NCCSCc2cccc(Cl)c2)cc1
 : -2, 1.8, 2, -1, -10, -12, 0.0, 0.8, -0.3, 1
Cc1[nH]n(-c2ccccc2)c(=O)c1C=Nc1ccc(S(=O)(=O)Nc2nccs2)cc1
 : -3, 1.0, -1, 5, 1, 7, -0.9, 1, -0.2, 1
COCC(=O)NC1CCN(S(=O)(=O)c2cccc(C(C)=O)c2)CC1
 : -5, 1.1, -4, -6, -14, -9, -0.5, 1, -0.1, 1.1
O=C1OCC2=C1C(c1ccc(F)cc1)c1cc3c(cc1N2)OCO3 (centres undefined)
 : 4, 4.3, 0, -2, -2, -14, -0.7, 1, 0.2, 1.1
CSC1=NCCN1C(=O)C12CC3CC(CC(C3)C1)C2
 : 51*, 0.4, -4, 0, -15, -4, 0.0, 1, -0.3, 0.9
CCOC(=O)N1CCN(C(=O)C(CC)c2ccccc2)CC1 (centres undefined)
 : 0, -0.1, -7, -7, 5, -10, -0.1, 0.9, -0.4, 0.9
O=C(COc1ccccc1O)Nc1ccc(Cl)cc1
 : -4, 3.6, 0, 0, -51, 0, -5.0, 0.9, -0.3, 0.9
Cc1c(NC(=O)C2CCCO2)cccc1[N+](=O)[O-] (centres undefined)
 : -7, -0.5, -10, 4, 2, -9, 0.6, 0.9, -0.2, 1
COC(=O)c1ccc2c(=O)n(CCO)c(=S)[nH]c2c1
 : 2, 2.0, -2, -8, -7, -17, 0.8, 0.9, 0.2, 1
COc1cccc(OC)c1C(=O)Nc1cc(C)on1
 : -2, 0.4, 5, -3, ·, -8, 0.9, 0.9, 0.0, 0.9
O=C(CNc1ccc(Oc2ccccc2)cc1)N1CCOCC1
 : -5, 1.1, -2, 1, -3, -7, 0.9, 1, -0.6, 1.3
Cc1occc1C(=O)Nc1sc2c(c1C(N)=O)CCCCC2
 : 1, 0.7, 7, 0, 29, -6, 0.7, 0.9, -0.4, 0.9
COc1cccc(NC2c3ccccc3C(=O)N2Cc2ccco2)c1 (centres undefined)
 : 5, 5.1, -1, -2, 4, -12, -0.9, 0.9, -0.3, 0.7
CC1COC(=O)C(NNc2ccc(Cl)c(Cl)c2)=N1 (centres undefined)
 : 100*, -1.5, -5, 0, 3, -15, 4.8, 1.3, -0.2, 1.3
Cc1nc(/C=C/c2ccccc2)[nH]c(=O)c1-c1ccccc1
 : -6, 4.0, -3, -3, -16, -6, -0.1, 1.1, 0.5, 1
O=C(Cc1nc(-c2ccc(Br)s2)cs1)NCCN1CCOCC1
 : 8, 0.4, -2, -8, -6, -12, -3.5, 1, -0.2, 1.1
NC(Cc1c[nH]c2ccccc12)C(=O)NCc1ccco1 (centres undefined)
 : -8, 1.1, -6, -6, -11, -9, 0.0, 0.8, -0.5, 0.4
CCc1nc(SCC(=O)c2ccc(C)c(C)c2)n[nH]1
 : -1, -0.6, 1, -6, 19, -14, 0.6, 0.9, -0.2, 1.4
CNC(=O)C1CCN(C(=O)c2ccc(-c3ccccc3)cc2)CC1
 : -6, 1.2, 1, 0, ·, -4, 0.0, 0.9, -0.3, 1
CC1CCCN(C2=NC(=O)/C(=C/c3cn(-c4ccccc4)nc3-c3cccc(S(=O)(=O)N(C)C)c3)S2)C1 (centres undefined)
 : 69*, 5.7, -1, -2, ·, -10, -0.3, 0.9, -0.1, 1
CC(=O)Cc1nsc(NC(=O)c2cc(-c3ccccc3Cl)oc2C)n1
 : -3, 5.3, -1, -1, -20, -4, -1.1, 1, -0.4, 1.1
COc1ccc(Br)cc1CN(C)C(C)C(=O)Nc1cc([N+](=O)[O-])ccc1OC (centres undefined)
 : 2, 2.4, -1, 1, -16, -8, 1.6, 0.9, -0.5, 0.9
Cc1ccc(S(=O)(=O)N2CCC(=O)N(C(CO)Cc3ccccc3)CC2)cc1 (centres undefined)
 : -11, 0.8, 12*, -6, -15, -9, 0.8, 1, 0.2, 1
COc1ccc(-n2nc(C(=O)N3CCN(Cc4ccc5c(c4)OCO5)CC3)c3ccccc3c2=O)cc1
 : 2, -0.2, -6, -7, -12, -12, -2.3, 0.9, -0.2, 0.8
Brc1ccc2ncnc(Nc3cccc4ccccc34)c2c1
 : 25, 1.4, -4, -7, ·, -8, -3.1, 0.8, -0.3, 0.6
c1nc(N2CCC3(CC2)OCCO3)c2c3c(sc2n1)CCCC3
 : 5, -0.1, -2, -6, 8, 2, -0.2, 1, -0.3, 0.9
